Screens (PubChem BioAssay)
Chronic BCR inh = qHTS Assay to Find Inhibitors of Chronic Active B-Cell Receptor Signaling; ABC-DLBCL IkBa-CBG/CBR reporter, luminescence ratio, 4 h; Potency, µM (highest dose often 46.1 µM), for inactives: top-dose ratio change, negative = lower green/red ratio, actives largely listed as inhibitors; 340,000 compounds, 0.05% hits; AID 493014, 2011; active = well fitted inhibition curve with a large enough effect in the signal ratio, with a control signal flat, not every such curve was filed as active; inconclusive = small, poorly fitted or top-dose-only effect, or effect the other way, or a change in a side signal; the % refers to the signal ratio;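 note: potency is the fitted concentration of half-maximal effect; plate controls were basal doxycycline-induced cells for no effect and cells given 10 µM MG132 for full effect; MG132 reads +100%, hits lower the ratio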
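Doxycycline induced both beetle luciferases in TMD8 lymphoma cells; IKK-driven degradation limits the IkappaBalpha-fused green signal, while red luminescence normalises for cell number and nonspecific effects. Compounds tested up to 46 uM, 4 hrs.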
hERG WT inh = qHTS for Inhibitors of KCHN2 3.1: Wildtype qHTS. Voltage-gated inwardly rectifying potassium channel KCNH2 (Homo sapiens), Q12809. U2OS, BacMam KCNH2, thallium flux FluxOr; active compounds read low. activity change, % at 1.84 µM. 340,000 compounds, 0.37% hits. AID 720551, 2013;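 active = maximum activity change below -70%; inconclusive = maximum activity change between -70% and -50%; inactive = maximum activity change above -50%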; note: % is set by controls: 0 for no effect and ±100 for the full control effect
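U2OS cells were transduced with wild-type KCNH2 virus (2.03 x 10^8 / mL) for 4 h at room temperature, then cultured overnight at 37 C. Thallium flux was read with FluxOr dye. Rate constants were normalized to DMSO controls.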
AT treatment = qHTS Assay for Identifying a Potential Treatment of Ataxia-Telangiectasia; 320,000 compounds, 0.19% hits; […] A-T fibroblasts, KAP-1 phosphorylation AlphaLISA; neocarzinostatin DNA damage 30 min before lysis; Potency, µM (series often up to 57.5 µM), for inactives: at the top dose activation, actives largely listed as activators; AID 485349, 2010; note: potency is the fitted concentration of half-maximal effect; % of control where 0% means no effect; nearly all actives have a fitted effect of over 45% in size
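hTERT-immortalized A-T patient fibroblasts ([…]), 500 cells/well in OPTI-MEM, 1% FBS, got compounds for 60 min, then NCS for 30 min at 37C. Lysates were then assayed for phospho-KAP-1 by AlphaLISA (anti-pKAP1 donor, anti-KAP1 acceptor beads), 6 hr at 25C.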
GALK inh = qHTS Assay for Inhibitors of Human Galactokinase (GALK) | P51570 | Purified GALK, Kinase-Glo residual ATP luminescence | Potency, µM (series often up to 57.5 µM), inactives show at the top dose activity change, negative = inhibition, hits mostly inhibitors | 270,000 compounds, 0.007% hits | AID 1868, 2009; note: potency is the fitted concentration of half-maximal effect; % is set by controls: 0 for no effect and ±100 for the full control effect
Target sequence (P51570 whole entry, looked up): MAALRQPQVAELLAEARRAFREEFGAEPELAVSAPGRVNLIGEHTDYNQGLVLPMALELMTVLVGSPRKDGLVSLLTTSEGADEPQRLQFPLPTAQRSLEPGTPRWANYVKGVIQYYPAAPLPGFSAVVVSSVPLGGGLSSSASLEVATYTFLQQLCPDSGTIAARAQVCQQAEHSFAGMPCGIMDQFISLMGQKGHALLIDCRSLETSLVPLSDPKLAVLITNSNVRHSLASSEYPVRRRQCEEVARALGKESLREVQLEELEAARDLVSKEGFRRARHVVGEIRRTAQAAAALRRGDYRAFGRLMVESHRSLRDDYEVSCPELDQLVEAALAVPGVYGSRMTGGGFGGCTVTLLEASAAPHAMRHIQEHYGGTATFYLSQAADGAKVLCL
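Compounds were pin-transferred into ATP buffer (35 uM final), then GALK plus galactose (5 nM, 100 uM final) was added. After 1 h at room temperature, Kinase-Glo Plus was added and luminescence read after 10 min.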
Coupling enz = qHTS Assay for Inhibitors of Fructose-1,6-bisphosphate Aldolase from Giardia Lamblia: Coupling assay counterscreen. coupling enzyme system counterscreen, AmpLite Red fluorescence. activity change, negative = inhibition, % at 58.2 µM, hits read low. 290,000 compounds, 0.67% hits; in the data active = activity change below about -30%; note: % is set by controls: 0 for no effect and ±100 for the full control effect
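First, compound is pin-transferred into glyceraldehyde-3-phosphate coupling-enzyme reagent at 57.5 uM final and held 10 min at RT. Next, substrate, coupling system and AmpLite Red are added. After 20 min RT, fluorescence (525/598 nm) is read.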
CXXC DNA block = qHTS Fluorescence Polarization Assay for Inhibitors of MLL CXXC domain - DNA interaction | Histone-lysine N-methyltransferase 2A (Homo sapiens), Q03164 | MLL-CXXC / FITC-HOXA9 DNA fluorescence polarization | AID 2662, 2010 | 290,000 compounds, 0.037% hits | Potency, µM (highest dose often 115 µM), without a hit: at the highest dose activity change, negative = inhibition, hits mostly inhibitors; active = well fitted inhibition curve with a large enough effect in the polarisation, with a control signal flat, not every such curve was filed as active; inconclusive = small, poorly fitted or top-dose-only effect, or effect the other way, or a change in a side signal; inactive = no such curve, though single readings can be large or run the other way; the % refers to the polarisation; note: potency is the fitted concentration of half-maximal effect
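Fluorescence polarization: 7 uM MLL-CXXC (stock) preincubated 5 min with compounds, then 50 nM fluorescein-HOX-A9 DNA (stock) added; 30 min ambient. Buffer 50 mM Tris-HCl pH 7.5, 50 mM NaCl, 1 mM DTT, 0.05% BSA.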
Tb PFK inh = qHTS Assay to Find Inhibitors of T. brucei phosphofructokinase. ATP-dependent 6-phosphofructokinase (Trypanosoma brucei brucei), O15648. T. brucei PFK, ADP-Glo luminescence. Potency, µM (highest dose often 57.5 µM), for inactives: top-dose activity, negative = inhibition, most hits filed as inhibitors. 330,000 compounds, 0.17% hits;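 note: potency is the fitted concentration of half-maximal effect; 0% = uninhibited 1x PFK enzyme wells and -100% = no-enzyme wells; nearly all actives have a fitted effect of over 60% in size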
Target sequence (O15648 whole entry, looked up): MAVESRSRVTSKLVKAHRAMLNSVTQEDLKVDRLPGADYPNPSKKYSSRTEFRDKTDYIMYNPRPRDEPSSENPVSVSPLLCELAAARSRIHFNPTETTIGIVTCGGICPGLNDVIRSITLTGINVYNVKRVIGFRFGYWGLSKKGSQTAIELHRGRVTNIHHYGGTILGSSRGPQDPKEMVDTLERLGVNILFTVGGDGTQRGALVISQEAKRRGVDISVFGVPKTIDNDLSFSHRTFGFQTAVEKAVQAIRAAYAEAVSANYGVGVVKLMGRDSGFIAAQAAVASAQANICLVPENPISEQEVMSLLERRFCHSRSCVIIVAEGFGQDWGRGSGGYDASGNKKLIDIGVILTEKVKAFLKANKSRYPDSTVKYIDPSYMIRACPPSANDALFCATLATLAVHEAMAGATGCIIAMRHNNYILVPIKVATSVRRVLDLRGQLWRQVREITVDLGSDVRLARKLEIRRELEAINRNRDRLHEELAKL
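Compounds were pin-transferred as a titration series up to 57 uM into substrate buffer (0.5 mM F6P, 0.1 mM ATP, pH 8.0), then 1.25 nM PFK was added and reactions ran 45 min before ADP-Glo detection.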
Giardia kill = Small Molecules that selectively kill Giardia lamblia: qHTS | Giardia lamblia trophozoite viability | 340,000 compounds, 0.15% hits | AID 540267, 2011 | activity change, % at 7.66 µM, hits read low; in the data active = activity change below about -80%; inconclusive = between about -30% and that limit;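 note: parasites exposed to compound for two days anaerobically before the ATP read; % is set by controls: 0 for no effect and ±100 for the full control effect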
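Each well holds 100 Giardia trophozoites and compound. After two days (48 hrs) at 37 deg C in anaerobic conditions, ATP is quantified by luminescence.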
TSHR antag = Antagonists of the Thyroid Stimulating Hormone Receptor: HTS campaign. TSHR-expressing cells, TSH-stimulated cAMP HTRF, 2 h; active compounds read low. activity change, negative = inhibition, % at 11.5 µM. 330,000 compounds, 0.2% hits. AID 504810, 2011;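 active = activity change below a set negative limit, meaning inhibition stronger than a set level, cut at about -70% in these data; inconclusive = activity change between two set negative limits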; note: % is set by controls: 0 for no effect and ±100 for the full control effect
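TSHR-expressing cells were treated with compounds, then stimulated with TSH at EC80 (4nM final) for 2 hours at 37 deg C. Cellular cAMP was measured by HTRF competition between lysate cAMP and cAMP-d2 for a cryptate-labelled anti-cAMP antibody.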
TCR activator = Activators of T cell receptors: qHTS campaign. primary human leukocytes, anti-CD3, IL-2 HTRF, 48 h. Potency, µM (highest dose often 9.22 µM), without a hit: at the top dose activation of IL-2 secretion, actives largely listed as activators. 330,000 tested, under 10 active. AID 504894, 2011; note: % of control where 0% means no effect
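HTRF read-out of IL-2 secretion: europium cryptate donor excited at 320nm, d2 acceptor emission at 665nm. Cells were primary human leukocytes incubated 48 hr with compounds and a-CD3 beads, supplying TCR signal only.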
Starred values were filed as active, the others as inactive; u = inconclusive; x = no result given; & = joins results of further samples; [ ] = another dose, or the depositor's remark. Unless noted, calls come from the whole dose curve; as a rule, active = well fitted curve in the direction sought with a large enough effect; inconclusive = small, poorly fitted or top-dose-only effect, or another doubt; inactive = no such curve, though single readings can be large; an effect the other way counts as inactive or inconclusive.

SMILES	Chronic BCR inh	hERG WT inh	AT treatment	GALK inh	Coupling enz	CXXC DNA block	Tb PFK inh	Giardia kill	TSHR antag	TCR activator
COc1ccc2[nH]c(C)c(C(=O)CN3CCN(C/C=C/c4ccccc4)CC3)c2c1	u	x	x	-1%	1	2%	-1%	12	-2	x
Cc1ccc2c(c1)C(=O)C(=O)N2CCCOc1ccccc1C	-4%	-13	-5%	-3%	-7	-11%	4%	-21	-8	3%
CN(CC(=O)NCc1ccccc1)Cc1cccc(F)c1	0%	-7	-11%	-5%	2	-2%	-10%	-17	1	-7%
COc1ccc(S(=O)(=O)Nc2ccc3cn[nH]c3c2)cc1[N+](=O)[O-]	-4%	-7	-6%	x	x	x	u	-8	24	62%
C#CCO[C@@H]1C[C@H](n2cnc3c(NC(=O)c4ccccc4)ncnc32)O[C@@H]1CO	-2%	-10	3%	-3%	5	9%	-1%	-4	13	4%
O=C(C1CCCN(S(=O)(=O)Cc2ccccc2)C1)N1CCC(Cc2ccccc2)CC1 (configuration not stated)	u	11	0%	-1%	11	6%	1%	3	-3	x
C=CCn1c(SCC(=O)NC(=O)NCC(C)C)nnc1C1CCCCC1	1%	0	7%	4%	4	-3%	-2%	8	8	3%
COc1ccccc1CNC(=O)C1CCN(S(C)(=O)=O)CC1	x	-2	x	-1%	3	-2%	x	0	x	x
O=C1c2ccccc2NC(c2cccc([N+](=O)[O-])c2)N1CCc1ccccc1 (configuration not stated)	u	8	6%	-1%	1	22%	-1%	-10	-2	1%
Cc1cccc(NC(=O)Cc2ccc(Br)cc2)n1	4%	3	2%	4%	0	-3%	-1%	-19	-5	4%

Gathered by group: the entries above containing a halogen (2)
SMILES	Chronic BCR inh	hERG WT inh	AT treatment	GALK inh	Coupling enz	CXXC DNA block	Tb PFK inh	Giardia kill	TSHR antag	TCR activator
CN(CC(=O)NCc1ccccc1)Cc1cccc(F)c1	0%	-7	-11%	-5%	2	-2%	-10%	-17	1	-7%
Cc1cccc(NC(=O)Cc2ccc(Br)cc2)n1	4%	3	2%	4%	0	-3%	-1%	-19	-5	4%

The results go on:
SMILES	Chronic BCR inh	hERG WT inh	AT treatment	GALK inh	Coupling enz	CXXC DNA block	Tb PFK inh	Giardia kill	TSHR antag	TCR activator
O=C(COC(=O)c1cccnc1Nc1ccccc1F)NCCN1C(=O)CSC1=O	u	11	-6%	0%	2	-7%	2%	20	-8	2%
CC(C)CN(C1CCS(=O)(=O)C1)S(=O)(=O)c1ccc2ccccc2c1 (configuration not stated)	0%	11	7%	x	x	x	-7%	2	3	0%
C/C(=N\NC(=O)c1ccc(-n2cnnn2)cc1)c1ccc(Cl)cc1	-2%	5	7%	x	x	x	3%	2	-16	x
Cc1cccc(C(=O)NCCNc2nc3cc(C)c(C)cc3cc2C)c1	-19%	12	4%	1%	7	-5%	7%	11	-1	-1%
CN(C(=O)COC(=O)c1cc(=O)[nH]c2ccccc12)C1CCCCC1	0%	-6	-2%	x	x	x	0%	-30	5	6%
COc1ccc2oc(C(=O)OCC(=O)NC3CCCCC3)c(C)c2c1	9%	34	-1%	x	x	x	-5%	-22	x	3%
Cc1ccc(CC(=O)Nc2nc3ccccc3[nH]2)cc1C	-10%	11	-2%	0%	0	5%	-3%	6	-4	-3%
O=C1C2CCCN2C(c2ccc(Br)cc2)N1c1ccc(F)cc1 (configuration not stated)	-18%	2	7%	1%	1	13%	4%	-9	-7	-1%
O=C(O)c1ccc2oc(=O)c(S(=O)(=O)c3ccccc3)cc2c1	0%	-3	-9%	-3%	12	-1%	5%	-2	-1	5%
COc1ccc(NC(=O)C2CCCCN2S(=O)(=O)c2ccc(F)cc2)c(OC)c1 (configuration not stated)	u	-3	5%	-3%	-1	0%	2%	17	-1	-6%

Compounds above that have a nitro group on carbon (2):
SMILES	Chronic BCR inh	hERG WT inh	AT treatment	GALK inh	Coupling enz	CXXC DNA block	Tb PFK inh	Giardia kill	TSHR antag	TCR activator
COc1ccc(S(=O)(=O)Nc2ccc3cn[nH]c3c2)cc1[N+](=O)[O-]	-4%	-7	-6%	x	x	x	u	-8	24	62%
O=C1c2ccccc2NC(c2cccc([N+](=O)[O-])c2)N1CCc1ccccc1 (configuration not stated)	u	8	6%	-1%	1	22%	-1%	-10	-2	1%

Other results:
SMILES	Chronic BCR inh	hERG WT inh	AT treatment	GALK inh	Coupling enz	CXXC DNA block	Tb PFK inh	Giardia kill	TSHR antag	TCR activator
O=C(COC(=O)C1CSC2(c3ccc(F)cc3)CCC(=O)N12)NC(=O)NC1CCCC1 (configuration not stated)	-15%	-3	22%	7%	0	-1%	-2%	1	-1	5%
O=C1CCN(CCc2ccccc2)CCN1CCSc1ccc(Br)cc1	u	x	-26%	-1%	0&4	-6%	4%	-6&1	-5	-3%
COc1ccc(S(=O)(=O)Nc2ccc(C(F)(F)F)cc2)cc1OC	3%	1	-3%	-2%	3	-4%	-1%	-4	-6	2%
CCCCC(=O)Nc1ccc(NCc2ccc(C)s2)cc1	-3%	5	-5%	0%	-7	2%	3%	34[activator]	0	-4%
CC12CCC(=O)N1C(C(=O)NNC(=O)COc1cccc(C(F)(F)F)c1)CS2 (configuration not stated)	-11%	22	2%	x	x	x	-2%	11	1	5%
NC(=O)c1c(NC(=O)C2c3ccccc3Oc3ccccc32)sc2c1CCCCC2	0%	-7	9%	1%	-4	1%	u	0	-4	-5%[46.1 µM]
O=C(CN1CCN(Cc2ccccc2)CC1)N/N=C/C=C/c1ccco1	3%	4	3%	1%	1	1%	9%	-6	-10	6%[46.1 µM]
O=C(Nc1ccc(F)cc1)c1oc2ccccc2c1NC(=O)C1CCCC1	u	1	6%	-7%	0	-1%	-2%	-3	-21	6%
CCOC(=O)N1CCN(CC(O)COc2ccc(C(C)C)c(C)c2)CC1 (configuration not stated)	-7%	2	7%	-1%	-1	30%	10%	5	8	0%
O=C(Cc1c[nH]c2ccccc12)NCc1ccc2c(c1)OCO2	u	-8	12%	4%	3	6%	0%	-16	5	-1%
Cc1cccc(Oc2ccc(S(=O)(=O)N3CCCCC3)cc2NC(=O)C2=COCCO2)c1	0%	2	1%	x	x	x	-3%	-5	24	x
Cc1ccc(OCc2ccc(Br)cc2)c([N+](=O)[O-])n1	u	x	-2%	0%	0	13%	-13%	x	0	x
Cn1cccc1/C=C1\SC(=O)N(CC(=O)Nc2ccc(Cl)cc2)C1=O	-3%	-9	-2%	-2%	-1	14%	0%	7	9	0%
Cc1ccccc1NC(=S)NNC(=O)c1ccco1	u	-4	-4%	-3%	1	-7%	1%	-9	4	4%
Cc1cc(NC(=O)c2ccc(Cl)cc2)c(C)cc1O	0%	-2	2%	-2%	1	34%[activator]	2%	-2	-2	x
Cc1ccc(C(=O)N/N=C/c2cc(Br)ccc2O)cn1	2%	-3	-14%	-4%	1	239%[activator]	2%	3	-19	-1%
Cc1cc(=O)[nH]c(SCC(=O)Nc2ccc(S(=O)(=O)N3CCCCC3)cc2)n1	u	1	x	1%	2	6%	4%	4	-1	5%
Cc1ccc(C)c(S(=O)(=O)N2CCCCC2CCNC(=O)C(=O)NC2CC2)c1 (configuration not stated)	3%	-6	-1%	x	x	x	-1%	4	-6	3%
O=c1c2c3c(sc2n(CCN2CCCC2)c(=O)n1Cc1ccco1)CCCCC3	2%	-17	14%	-1%	5	-3%	3%	5	13	3%
Cc1occc1-c1nnc(SCC(=O)Nc2ccccn2)o1	u	11	-1%	0%	0	6%	-3%	1	-4	1%
O=C(NCCCl)Nc1ccccc1NS(=O)(=O)c1cccs1	6%	-6	23%	x	x	x	7%	7	-7	1%[46.1 µM]
CCc1nn(C)c(N)c1C	4%	-6	-6%	0%	1	12%	-2%	7	7	-13%

Quoted at random: 2 entries already listed, in no set order.
SMILES	Chronic BCR inh	hERG WT inh	AT treatment	GALK inh	Coupling enz	CXXC DNA block	Tb PFK inh	Giardia kill	TSHR antag	TCR activator
O=C(Cc1c[nH]c2ccccc12)NCc1ccc2c(c1)OCO2	u	-8	12%	4%	3	6%	0%	-16	5	-1%
O=C1C2CCCN2C(c2ccc(Br)cc2)N1c1ccc(F)cc1 (configuration not stated)	-18%	2	7%	1%	1	13%	4%	-9	-7	-1%
